NIH3T3 tox: NIH 3T3 cell cytotoxicity; 94,000 tested, 4.3% active; AID 1345082; NIH 3T3 viability, CellTiter-Glo ATP luminescence, 48-72 h; Potency, µM (highest dose often 96.7 µM), for inactives: top-dose activity change, negative = cytotoxicity, usual class: inhibitors; note: potency is the fitted concentration of half-maximal effect; nearly all actives have a fitted effect of over 55% in size
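Mouse fibroblast NIH 3T3 cells, 400 per well, received compound via pintool and were incubated for 48 or 72 hr prior to CellTiter-Glo ATP luminescence measurement.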
HEK293 viab: counter-screen for SNCA expression inhibitors: cell viability | 150,000 tested, 0.12% active | Potency, µM (highest dose often 57.1 µM), inactives show at the highest dose activity change, negative = cytotoxicity, most hits filed as cytotoxic | HEK-293-SNCA-luc viability, GF-AFC fluorescence, 24 h;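 note: potency is the fitted concentration of half-maximal effect; 0% = DMSO-treated cells and -100% = medium-only wells without cells; nearly all actives have a fitted effect of over 30% in size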
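HEK-293-SNCA-luc cells (1500/well) plated 24 h, then exposed 24 h to a dilution series; GF-AFC added 30 min at 37C, fluorescence 405/540 nm; normalised to medium-only and DMSO wells, Hill fit.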
IP6K1 inhibitor: blocks human inositol hexakisphosphate kinase 1. AID 1645851. IP6K1 kinase, ADP-Glo luminescence, 2 h; stronger effect = lower value. activity change, % (series mostly up to about 58 µM). Q92551. 140,000 tested, 0.81% active; in the data active = activity change below about -25%
Target sequence (Q92551 whole entry, looked up): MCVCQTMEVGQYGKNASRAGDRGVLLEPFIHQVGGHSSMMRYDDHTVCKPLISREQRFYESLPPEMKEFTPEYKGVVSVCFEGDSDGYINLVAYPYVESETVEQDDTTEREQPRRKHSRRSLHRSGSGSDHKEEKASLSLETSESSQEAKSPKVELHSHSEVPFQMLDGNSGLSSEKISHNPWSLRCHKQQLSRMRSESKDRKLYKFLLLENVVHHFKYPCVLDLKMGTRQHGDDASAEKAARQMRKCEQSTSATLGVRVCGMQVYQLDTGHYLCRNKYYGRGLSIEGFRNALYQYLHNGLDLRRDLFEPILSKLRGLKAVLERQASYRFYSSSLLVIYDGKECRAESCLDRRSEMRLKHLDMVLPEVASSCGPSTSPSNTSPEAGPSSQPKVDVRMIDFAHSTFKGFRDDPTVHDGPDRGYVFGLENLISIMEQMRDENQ
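ADP-Glo luminescence measures ADP made by human IP6K1 during a 2 h RT reaction with ATP/IP6 (mix at 1.3 mM/130 uM); top library doses 57.5 and 19.1 uM final.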
Luciferase inh: Photinus pyralis luciferase inhibition; Potency, µM (series often up to 115 µM), inactives show at the top dose activity change, negative = inhibition, actives largely listed as inhibitors; AID 1347043; purified P. pyralis luciferase, luminescence, biochemical; P08659; 76,000 tested, 2.5% active; note: potency is the fitted concentration of half-maximal effect; nearly all actives have a fitted effect of over 65% in size
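Luminescence read by CCD imager after adding enzyme (10nM final) to wells holding compound, titrated in qHTS. Substrates 10uM each D-luciferin and ATP; buffer 50mM Tris acetate pH 7.5, 10mM Mg acetate, Tween-20, BSA.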
HEK293 tox: HEK 293 cell cytotoxicity; Potency, µM (top dose mostly 115 µM), inactives show top-dose activity change, negative = cytotoxicity, most hits filed as inhibitors; 94,000 tested, 6.6% active; HEK 293 viability, ATP luminescence (CellTiter-Glo), 48-72 h; AID 1345083; note: potency is the fitted concentration of half-maximal effect; nearly all actives have a fitted effect of over 60% in size
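Read-out: CellTiter-Glo ATP luminescence. Cells: HEK 293, 250 cells/well. Exposure: 48 or 72 hr, 37 degree Celsius.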
GPT2 inhibitor: blocks human glutamate pyruvate transaminase 2; Recombinant GPT2, coupled pyruvate oxidase/HRP Amplex Red fluorescence; Potency, µM (top dose mostly 57.7 µM), for the others: at the top dose activity change, negative = inhibition, usual class: inhibitors; 100,000 tested, 0.25% active; AID 1671188; note: potency is the fitted concentration of half-maximal effect; nearly all actives have a fitted effect of over 60% in size; many of its hits are not listed in these tables
Target sequence (Q8TD30 whole entry, looked up): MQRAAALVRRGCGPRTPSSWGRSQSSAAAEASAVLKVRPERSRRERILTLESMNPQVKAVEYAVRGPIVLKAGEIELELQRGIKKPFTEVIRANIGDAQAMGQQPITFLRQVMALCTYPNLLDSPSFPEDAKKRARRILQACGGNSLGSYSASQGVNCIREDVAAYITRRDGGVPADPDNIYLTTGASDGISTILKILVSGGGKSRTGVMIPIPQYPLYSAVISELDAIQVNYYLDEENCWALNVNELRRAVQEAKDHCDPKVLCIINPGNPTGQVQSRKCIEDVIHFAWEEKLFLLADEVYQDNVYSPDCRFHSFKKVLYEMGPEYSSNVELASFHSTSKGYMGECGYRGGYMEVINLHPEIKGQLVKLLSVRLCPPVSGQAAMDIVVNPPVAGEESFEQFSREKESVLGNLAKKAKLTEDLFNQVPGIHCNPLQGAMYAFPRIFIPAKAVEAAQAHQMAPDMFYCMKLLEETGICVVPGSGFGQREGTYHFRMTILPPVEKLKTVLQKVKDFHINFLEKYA
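Fluorescence read-out: pyruvate from GPT2 turnover coupled to pyruvate oxidase, HRP and Amplex Red (0.2mM ThPP, 0.2U/mL PO and HRP, 50uM Amplex final). Substrates 250uM a-KG, 2mM L-alanine; enzyme 10ng/uL; 30 min RT.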
SNCA expr inh: inhibitors of alpha-synuclein (SNCA) gene expression; HEK-293 SNCA-luciferase knock-in, luminescence, 24 h; Potency, µM (titrated, usually from 57.2 µM), without a hit: at the highest dose activity change, negative = inhibition, most hits filed as inhibitors; 140,000 tested, 0.17% active; AID 1671194;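 note: potency is the fitted concentration of half-maximal effect; plate controls were DMSO cells for no effect and cell-free wells for full effect; nearly all actives have a fitted effect of over 45% in size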
* marks the source's active call; other numbers are inactive results; i = inactive; ? = inconclusive; . = no result given; [ ] = dose if it differs, or a comment. Unless noted, calls come from the whole dose curve; as a rule, active = well fitted curve in the direction sought with a large enough effect; inconclusive = small, poorly fitted or top-dose-only effect, or another doubt; inactive = no such curve, though single readings can be large; an effect the other way counts as inactive or inconclusive. Unless noted, % is set by controls: 0 for no effect and ±100 for the full control effect. This is a subset; the hit share may differ from the screen's.

A first look:
item	SMILES	NIH3T3 tox	HEK293 viab	IP6K1 inhibitor	Luciferase inh
1	CCOc1ccccc1NC(=O)COc1cccc2c(=O)n(CCOC)ccc12	.	6%	-3	.
2	Cc1ccc(NC(=O)C2CCCN(c3ncnc4onc(C)c34)C2)c(Cl)c1 (stereo not drawn)	.	12%	-12	.
3	CCc1cccc(NC(=O)Cn2cccc2-c2nc(-c3ccccc3)no2)c1	?	3%	5	9%
4	O=C(c1ccc(C(F)(F)F)cc1)N1CCn2c(nn(-c3ccc(F)cc3F)c2=O)C1	-15%	3%	-5	1%

item	HEK293 tox	GPT2 inhibitor	SNCA expr inh
1	.	.	-14%
2	.	.	25%
3	-11%	3%	5%
4	i	2%	30%[activator]

The list itself, from the start:
item	SMILES	NIH3T3 tox	HEK293 viab	IP6K1 inhibitor	Luciferase inh
1	CCOc1ccccc1NC(=O)COc1cccc2c(=O)n(CCOC)ccc12	.	6%	-3	.
2	Cc1ccc(NC(=O)C2CCCN(c3ncnc4onc(C)c34)C2)c(Cl)c1 (stereo not drawn)	.	12%	-12	.
3	CCc1cccc(NC(=O)Cn2cccc2-c2nc(-c3ccccc3)no2)c1	?	3%	5	9%
4	O=C(c1ccc(C(F)(F)F)cc1)N1CCn2c(nn(-c3ccc(F)cc3F)c2=O)C1	-15%	3%	-5	1%
5	CN1CCN(CCCNC(=O)c2cnn(-c3ccc(F)cc3)c2-n2cccc2)CC1	.	1%	16	.
6	COc1cccc(S(=O)(=O)N2CCC(CC(=O)NCc3ccccc3)C2)c1 (stereo not drawn)	-1%	-7%[12.5 µM]	5	-6%
7	COc1cc(=O)n2c(c1C(=O)Nc1cccc(Cl)c1C)CCCC2	i	10%	-18	-2%
8	COC(=O)[C@@H]1Cc2ncn(Cc3ccc(Cl)cc3)c2CN1Cc1ccc(N(C)C)cc1	-28%	-3%	1	-3%
9	COCCn1c(SCC(=O)c2ccc(C)cc2C)nc2cc(C(=O)NC3CCCC3)ccc2c1=O	.	1%	-4	.
10	O=c1cc(-c2ccccc2)n2c(SCc3ccccc3Cl)nnc2[nH]1	.	0%	-8	.
11	COc1ccc(-n2c(CCC(=O)O)ccc2-c2ccccc2)cc1	.	1%	-10	.
12	CC(C)c1ccc(CN2CCC3(CC2)OCCN(C)C3=O)cc1	-24%[138 µM]	5%[87.6 µM]	-2	-19%[172 µM]
13	CCN1CCN(C(=O)CN2CC3CC(C2)[C@H]2CCCC(=O)N2C3)CC1 (stereo partly drawn)	3%	10%	11	4%
14	Cc1ccc(-c2c(C(=O)Nc3ccc(F)c(F)c3)oc(=O)c3ccccc23)cc1	.	4%	1	.
15	COCCN1C(=O)c2cccn2CC1CNC(=O)c1cn[nH]c1-c1ccc(F)cc1 (stereo not drawn)	4%	-5%	3	2%

item	HEK293 tox	GPT2 inhibitor	SNCA expr inh
1	.	.	-14%
2	.	.	25%
3	-11%	3%	5%
4	i	2%	30%[activator]
5	.	.	-17%
6	-17%	-7%	-7%
7	2%	3%	?
8	-4%	2%	-7%
9	.	.	5%
10	.	.	19%
11	.	.	0%
12	?	-13%[88.5 µM]	14%[87.6 µM]
13	-7%	i	-20%
14	.	.	-23%
15	-7%	-2%	4%

Further structures
item	SMILES	NIH3T3 tox	HEK293 viab	IP6K1 inhibitor	Luciferase inh
16	Cc1ccc(CC(=O)NC2CCN(c3cc(-c4ccccc4)[nH]n3)C2)cc1 (stereo not drawn)	?	-11%	0	-9%
17	COc1ccc(C(=O)N2CCN(Cc3cn(-c4ccccc4)nn3)CC2)cc1	-18%	-4%	1	6%
18	CC1CCN(S(=O)(=O)c2ccc3nc(Nc4cccc(C(F)(F)F)c4)ccc3c2)CC1	.	?	-15	.
19	CCCNC(=O)Cn1nc(-c2ccc(OC)cc2)c2cnc3ccc(F)cc3c21	.	1%	23	.
20	c1cc2c(cc1-c1cnc3n1C[C@H](CNC1CCOCC1)OC3)OCO2	i	-2%[87.6 µM]	0	-4%[172 µM]
21	CCc1noc(-c2cn(C3CCN(C(=O)Cc4ccc(Cl)cc4)CC3)nn2)n1	-26%	-3%	30	19%
22	CS(=O)(=O)N1CCC(C2CCN(Cc3ccc(Br)o3)C2)CC1 (stereo not drawn)	-11%	3%	24	-6%
23	COc1ccc(C2(C(=O)NCc3ccc4ccccc4c3)CCOCC2)cc1	-30%	-2%	3	.
24	O[C@@H]1[C@@H](Cn2cc(C3CC3)nn2)C[C@@H](NCc2ccc(F)cc2)[C@@H]1O	-10%[138 µM]	9%[87.6 µM]	-7	-6%[172 µM]
25	CCc1ccc(C(=O)N(C)CC2CCOCC2)cc1	4%	8%	22	-16%
26	N#Cc1cccnc1-c1ccc(C(=O)N2CCC(NC(=O)c3ccccc3)CC2)cc1	-29%	-9%[12.5 µM]	-2	.
27	CC(C)N1CCCC2(CCN(C(=O)c3cc(C#N)cn3C)C2)C1=O (stereo not drawn)	-19%	7%	26	-8%
28	Cn1nc(C(=O)N2CCC(Cc3nc(C4CC4)n[nH]3)C2)c2ccccc21 (stereo not drawn)	-15%	-6%	-4	10%
29	CSCCC(=O)N1CCC(C2CCN(c3ncccn3)CC2)C1 (stereo not drawn)	?	-2%	9	-3%
30	Cc1c2cnn(-c3ccccc3)c(=O)c2c(C)n1CC(=O)N1CCN(c2ccc(F)cc2)CC1	.	1%	4	.

item	HEK293 tox	GPT2 inhibitor	SNCA expr inh
16	?	?	1%
17	?	-30%	5%
18	.	.	?
19	.	.	109%[activator]
20	5%[172 µM]	3%[88.5 µM]	34%[activator][87.6 µM]
21	-4%	5%	-23%
22	-24%	i	4%
23	-22%	1%	6%
24	-6%[172 µM]	i	14%[87.6 µM]
25	0%	-11%	32%[activator]
26	?	-10%	2%
27	-6%	0%[11.5 µM]	-17%
28	1%	-6%	4%
29	?	i	-9%
30	.	.	3%

Other entries follow.
item	SMILES	NIH3T3 tox	HEK293 viab	IP6K1 inhibitor	Luciferase inh
31	CC(C)Cn1c(=O)c2ccccc2n2c(-c3cccc(Cl)c3)nnc12	.	-9%	24	.
32	CCN(Cc1ccccc1)C(=O)CN(c1ccc(OC)cc1)S(=O)(=O)c1c(C)nn(C)c1C	.	-5%	-8	.
33	COc1cccc(C(=O)N2CCC3(CC2)CC(N(C2CC2)S(C)(=O)=O)CCO3)c1 (stereo not drawn)	-12%	8%	6	4%
34	CC(C)c1ccc(S(=O)(=O)N2C[C@@H](F)C[C@H]2C(=O)N2CCc3ccccc3C2)cc1	-19%	9%	-4	-1%
35	O=C(NCC1CCCCC1)C1CCc2nnc(C3CC3)n21 (stereo not drawn)	-19%	-10%[12.5 µM]	12	.
36	COc1cccc(CN2C[C@@H](CO)[C@H](NC(=O)C3CCC3)C2)c1	-3%	0%	-2	-6%
37	CNC(=O)c1cc(C)nc2onc(C3CCCN3C(=O)c3cccc(Cl)c3)c12 (stereo not drawn)	-24%	.	4	.
38	Cc1ccc([S+](=O)([O-])N2CCN(Cc3ccccc3-c3ccc(C)c(Cl)c3)CC2)cc1	?	5%[12.5 µM]	0	.
39	CCOC(=O)c1c(C)oc2nc(C)nc(NC(C)c3ccccc3)c12 (stereo not drawn)	.	1%	4	.
40	O=C(CCC1CCCC1)N1CCCC(c2noc(COc3ccccc3F)n2)C1 (stereo not drawn)	?	-6%	1	-3%
41	COC(=O)CC(C)(O)CC(=O)OCc1ccc(O[C@@H]2O[C@H](CO)[C@@H](O)[C@H](O)[C@H]2O)cc1 (stereo partly drawn)	.	-6%[23.9 µM]	12	.
42	N#Cc1ccc(CN2CCC(C3CCNC3)CC2)cc1 (stereo not drawn)	?	-19%	8	-16%
43	O=C(Cc1ccccc1F)N1CCC2(CC1)CN(C1CCC1)CC2CO (stereo not drawn)	?	4%[12.5 µM]	35	1%
44	Cc1noc(-c2cn(C3CCN(C(=O)c4ccsc4)CC3)nn2)n1	-18%	2%	46	2%
45	COCCN1C(=O)c2cccn2CC1CNC(=O)c1cn[nH]c1-c1ccccc1 (stereo not drawn)	i	2%	3	0%

item	HEK293 tox	GPT2 inhibitor	SNCA expr inh
31	.	.	13%
32	.	.	?
33	-3%	-4%	2%
34	?	-11%	-13%
35	-32%	-12%	12%
36	4%	5%	-7%
37	?	.	.
38	?	i	-15%
39	.	.	18%
40	?	1%	-4%
41	.	i	.
42	?	i	9%
43	?	-6%	12%
44	-4%	-4%	9%
45	0%	i	5%

(cont.)
item	SMILES	NIH3T3 tox	HEK293 viab	IP6K1 inhibitor	Luciferase inh
46	COc1ccc(F)cc1S(=O)(=O)NCC(c1ccco1)S(=O)(=O)c1ccc(F)cc1 (stereo not drawn)	.	4%	-16	.
47	CCn1ccnc1CNc1ccc(-c2nc(-c3ccccc3C)no2)cn1	-26%	8%	9	?
48	Cc1nn(-c2ccccc2)c2c1C(C1CC1)N(C1CN(C(=O)NC(C)(C)c3ccccc3)C1)C2=O (stereo not drawn)	14µM*	.	11	.
49	Cc1oc2c(c1C(=O)N(C)C)CN(S(=O)(=O)c1ccccc1)CC2	-12%	-10%	-4	-1%
50	C#CCNC(=O)CC[C@@H]1CNC(=O)[C@@H]2C[C@H](NC(=O)Nc3ccc(F)cc3F)CN12	?	-1%[87.6 µM]	11	5%[172 µM]
51	COc1ccc(OC)c(CNC(=O)CN2CC(C)Sc3ccccc32)c1 (stereo not drawn)	.	4%	3	.
52	COCCCNC(=O)c1cnn(-c2ccc(F)cc2F)c1C1CCNCC1	.	29%	13	.
53	Cc1ccc(C(=O)N2CCN(C(=O)c3nnn4c3COC(c3ccccc3)C4)CC2)cc1F (stereo not drawn)	?	4%	-12	-16%
54	Cc1ccccc1-c1nccc2c(=O)cc(N(C)C3CCOCC3)oc12	25µM*	0%[87.6 µM]	-8	-19%[172 µM]
55	O=C(NCc1ccccc1)C1=NO[C@@H]2CN(Cc3ccc(O)c(Cl)c3)C[C@H]12	?	-1%[87.6 µM]	16	6%[172 µM]
56	COc1ccccc1CNC1(Cc2cc(C(C)(C)C)on2)COC1	-18%[138 µM]	-12%[87.6 µM]	4	5%[172 µM]
57	COc1cccc(-c2cc(C(=O)Nc3ccc(F)cc3)c3cnn(C)c3n2)c1	-13%	.	3	.

item	HEK293 tox	GPT2 inhibitor	SNCA expr inh
46	.	.	-1%
47	?	-18%	15%
48	?	.	.
49	-18%	?	9%
50	2%[172 µM]	-1%[88.5 µM]	26%[87.6 µM]
51	.	.	9%
52	.	.	13%
53	?	-1%	4%
54	-26%[172 µM]	-13%[88.5 µM]	-23%[87.6 µM]
55	71µM*	i	6%[87.6 µM]
56	-7%[172 µM]	0%[88.5 µM]	10%[87.6 µM]
57	?	.	.
